Compound activity from PubChem.
DT40 TDP1 CPT: growth inhibition of DT40 Tdp1-/-;hTDP1 cells with camptothecin (screen for TDP1 inhibitors). chicken DT40 Tdp1-/-;hTDP1 cells + 20 nM CPT, ATP luminescence, 48 h. Potency, µM (highest dose often 46.2 µM), for the others: at the highest dose activity change, negative = growth inhibition, usual class: inhibitors. 420,000 tested, 12% active. AID 686979; note: nearly all actives have a fitted effect of over 55% in size
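Chicken DT40 Tdp1-/- cells complemented with human TDP1, 400 cells/well, exposed to compounds plus 20 nM camptothecin for at least 48 h at 37 C; viability read as ATP content by CellTiter-Glo luminescence.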
FEN1 inh: blocks human flap endonuclease 1. 390,000 tested, 0.35% active. Recombinant FEN1 flap cleavage, fluorescence, 15 min. AID 588795. Potency, µM (series often up to 114 µM), for the others: at the top dose activity change, negative = inhibition, hits mostly inhibitors. P39748; note: nearly all actives have a fitted effect of over 65% in size
Target sequence (P39748 whole entry, looked up): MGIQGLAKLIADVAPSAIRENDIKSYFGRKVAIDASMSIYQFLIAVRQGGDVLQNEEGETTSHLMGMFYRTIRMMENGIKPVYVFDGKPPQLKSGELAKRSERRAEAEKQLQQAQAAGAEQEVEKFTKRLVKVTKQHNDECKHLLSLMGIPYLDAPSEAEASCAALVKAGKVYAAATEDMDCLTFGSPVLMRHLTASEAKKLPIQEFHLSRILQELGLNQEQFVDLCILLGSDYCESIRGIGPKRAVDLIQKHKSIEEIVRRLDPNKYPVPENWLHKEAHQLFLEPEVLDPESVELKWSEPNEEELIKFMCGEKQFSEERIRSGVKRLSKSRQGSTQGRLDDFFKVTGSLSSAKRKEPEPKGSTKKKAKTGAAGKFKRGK
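Read-out was taken twice, immediately and after 15 min, following addition of 50 nM substrate to 10 nM FEN1 that had sat with test compound for 15 min at room temperature. Curves came from a four-parameter Hill model.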
N370S GC mod: N370S glucocerebrosidase modulation, Gaucher chaperone candidate | AID 2101 | Potency, µM (doses to about 59.4 µM), for the others: at the top dose activity change, negative = inhibition, hits mostly inhibitors | N370S GC spleen homogenate, 4MU-glucoside fluorescence | 330,000 tested, 0.092% active | P04062;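 note: 0% = full enzyme activity and -100% = no enzyme basal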
An asterisk follows results filed as active; ? = inconclusive; · = no result given; & = joins results of further samples; [ ] = remark or other dose. Calls come from the whole dose curve; as a rule, active = well fitted curve in the direction sought with a large enough effect; inconclusive = small, poorly fitted or top-dose-only effect, or another doubt; inactive = no such curve, though single readings can be large; an effect the other way counts as inactive or inconclusive. Unless noted, % is set by controls: 0 for no effect and ±100 for the full control effect; potency is the fitted concentration of half-maximal effect.

SMILES	DT40 TDP1 CPT	FEN1 inh	N370S GC mod
O=C(O)c1ccccc1C(=O)N1CC=C(c2ccccc2)CC1	?	-2%	4%
O=C(CCSc1ccc(Cl)cc1)NC1CCCCC1	-22%	-2%	·
COc1ccc(CN(CC(=O)NC2CCCCC2)C(=O)CCCC(=O)Nc2ccccn2)cc1	5%	-2%	-4%
Cc1ccc(S(=O)(=O)CC(=O)N2CCN(c3ccc([N+](=O)[O-])cc3)CC2)cc1	13µM*	-7%	·
Cc1ccc(NC(=O)CSc2nnc(CNC(=O)c3ccco3)n2C)cc1C	-11%	4%	-1%
Cc1nc(-c2cccc(NS(C)(=O)=O)c2)cs1	11%	-8%	14%
C[C@H]1COC(=O)[C@@H](Cc2ccc(F)cc2)C/C=C\C[C@@H](CC(=O)NCCO)C(=O)N1	-19%	-8%	·
COc1cc(NC(=S)NC(=O)C(C)C)ccc1NC(=O)c1cc2ccccc2o1	?	-11%	-7%
Cc1ccc(S(=O)(=O)Nc2cnc3ccccc3c2)cc1	?	-4%	-4%
COc1cccc(NC(=S)NC(=O)/C=C/c2ccc(F)cc2)c1	-1%	-7%	-1%
COc1ccc(-n2ccnc2SCC(=O)NCc2ccco2)c(OC)c1	-17%	2%	-2%
CCN1CCN(C(=O)c2ccccc2N(Cc2ccccc2)S(C)(=O)=O)CC1	-9%	3%	-5%
CC(C)C(NC(=O)C1CCCCC1)C(=O)N1CCN(c2ccc(F)cc2)CC1 (configuration not stated)	13µM*	-6%	-27%
COc1ccccc1NC(=O)c1ccccc1NS(C)(=O)=O	?	2%	3%
O=C(NCc1ccccc1)c1ccc(NC(=O)N2CCSc3ncccc32)cc1	-9%	13%	·
O=C1c2ccccc2C(Nc2ccc(Cl)cn2)N1c1cccnc1 (configuration not stated)	3%	5%	1%
Cc1ccc(C(=O)Nc2ccc(F)c(S(=O)(=O)N3CCOCC3)c2)s1	?	-18%	·
CCC(C)NC(=O)C1=CC(c2ccc3c(c2)OCO3)=NS(=O)(=O)N1C (configuration not stated)	8%	15%	·
CCc1cccc(C)c1NC(=O)COCc1cc(-c2ccc3c(c2)OCO3)on1	23µM*	-3%	·
N#C/C(=C\c1cccs1)C(=O)Nc1nccs1	?	-1%	-4%
Nc1cc(=O)nc(SCC(=O)Nc2ccc(F)cc2)n1-c1ccc(Cl)cc1	-3%	-4%	·
COCCNc1nc2sc3c(c2c(=O)n1Cc1ccco1)CCCCC3	13µM*	4%	25%
CSc1nc2c(c(=O)[nH]1)C(c1ccccc1Cl)CC(=O)N2 (configuration not stated)	-1%	-1%	-1%
Oc1c(C(c2ccc(Cl)cc2Cl)N2CCOCC2)sc2nc(-c3ccco3)nn12 (configuration not stated)	-5%	-8%	·
CCCC(=O)NCC(c1ccc2c(c1)OCO2)N1CCOCC1 (configuration not stated)	1%	15%	·

Continuation.
SMILES	DT40 TDP1 CPT	FEN1 inh	N370S GC mod
CCCc1cc(=O)oc2cc3occ(C)c3cc12	-20%	-6%	18%
CCCC(C)NC(=O)c1ccc(F)cc1 (configuration not stated)	-6%	5%	6%
Cc1ccc(C2(c3noc(CN(C)Cc4cnn(C)c4)n3)CCCC2)cc1	21µM*	-3%	7%
C/C(=N\NC(=O)c1ccncc1)c1cccc(NC(=O)c2ccc(C(C)(C)C)cc2)c1	16µM*	-5%	10%
Cn1c(N)c(C(=O)COC(=O)/C=C/c2cccc(Br)c2)c(=O)n(C)c1=O	-10%	-3%	·
CCOc1ccc(NC(=O)C2CC(=O)N=C(N)S2)cc1 (configuration not stated)	0%	-4%	·
Cc1cc(C)c(C#N)c(SCC(=O)NN2CC(=O)N(c3ccccc3F)CC2=O)n1	6%	1%	9%
COc1ccccc1C(=O)NCCC(=O)NCC(c1ccc(F)cc1)N1CCOCC1 (configuration not stated)	9%	6%	-3%
O=Cc1c(NC2CCCCC2)c2ccccc2[nH]c1=O	4%	4%	2%
COc1ccccc1CNC(=O)COC(=O)c1cccnc1SCC(=O)NCc1ccccc1OC	?	0%	1%
COc1ccccc1-n1cc(-c2ccc(Cl)cc2)[nH]c1=O	-2%	-4%	5%
Cc1ccc(NC(=O)C(=O)NCC2(c3ccccc3)CCCC2)cc1Cl	-9%	-4%	·
CCOC(=O)C1=C(C)OC(N)=C(C#N)C1c1ccsc1 (configuration not stated)	-7%	-3%	3%
Cc1ccc2c(c1)c1c(c(=O)n(-c3ccccc3)c(=O)n1CC(=O)NCC1CCCO1)n2C (configuration not stated)	-7%&-28%	3%&18%	?
COc1ccc(NS(=O)(=O)c2cccc(C(=O)N3CCCCCC3)c2)cc1	-20%	-2%	0%
O=C(N/N=C/c1coc2ccccc2c1=O)c1cccc([N+](=O)[O-])c1	1%	-2%	-10%
CCC(C)(C(=O)NC1CCCCC1)N(C(=O)c1ccccn1)c1ccccc1 (configuration not stated)	?	4%	-2%
Cc1ccc(-n2c(SCC(=O)OC(C)C)nnc2-c2ccncc2)cc1	-2%	6%	-12%
Cc1ccc(OCCSc2nc3ccccc3n2CC(=O)O)cc1	3%	-2%	-4%
Cc1ccc(C)c(Cn2c3ccccc3c3cnn(CC(=O)NCCCN4CCCCC4)c(=O)c32)c1	?	-11%	-1%
O=C(NC1CCCCC1)c1ccc2c(c1)N(Cc1ccccc1)C(=O)c1ccccc1S2	-13%	17%	·
CC(=O)c1ccc(NC(=S)N2CCCC(CO)C2)cc1 (configuration not stated)	4%	3%	8%
N#Cc1cc2[nH]c(=O)c(=O)[nH]c2cc1[N+](=O)[O-]	3%	-8%	22µM*
CC(=O)C1=C(O)C(=O)N(Cc2ccccc2)C1c1ccc(N(C)C)cc1 (configuration not stated)	-6%	18µM*	0%
N#Cc1ccccc1S(=O)(=O)N1CCN(C(=O)c2cccc(S(=O)(=O)N3CCCC3)c2)CC1	-23%	3%	·

An excerpt of these results, with bars between the fields.
molecule | DT40 TDP1 CPT | FEN1 inh | N370S GC mod
Cc1ccc2c(c1)c1c(c(=O)n(-c3ccccc3)c(=O)n1CC(=O)NCC1CCCO1)n2C (configuration not stated) | -7%&-28% | 3%&18% | ?
COc1ccc(NS(=O)(=O)c2cccc(C(=O)N3CCCCCC3)c2)cc1 | -20% | -2% | 0%
O=C(N/N=C/c1coc2ccccc2c1=O)c1cccc([N+](=O)[O-])c1 | 1% | -2% | -10%
CCC(C)(C(=O)NC1CCCCC1)N(C(=O)c1ccccn1)c1ccccc1 (configuration not stated) | ? | 4% | -2%
Cc1ccc(-n2c(SCC(=O)OC(C)C)nnc2-c2ccncc2)cc1 | -2% | 6% | -12%
Cc1ccc(OCCSc2nc3ccccc3n2CC(=O)O)cc1 | 3% | -2% | -4%

Compound profiles, as listed above.
N#Cc1cc2[nH]c(=O)c(=O)[nH]c2cc1[N+](=O)[O-] as listed: DT40 TDP1 CPT: 3%; FEN1 inh: -8%; N370S GC mod: 22µM*
C/C(=N\NC(=O)c1ccncc1)c1cccc(NC(=O)c2ccc(C(C)(C)C)cc2)c1 as listed: DT40 TDP1 CPT: 16µM*; FEN1 inh: -5%; N370S GC mod: 10%

The listing continues.
SMILES	DT40 TDP1 CPT	FEN1 inh	N370S GC mod
CCOc1ccc(NC(=O)c2nccnc2CO)cc1	-18%	1%	5%
CC(=O)Nc1ccc(S(=O)(=O)Nc2nnc(C(C)C)s2)cc1	12%	-4%	-1%
CCCc1c(C)nn(C(=O)/C(C#N)=N/Nc2ccccc2[N+](=O)[O-])c1C	-5%	2%	3%
O=C(O)CCc1nc2ccccc2n(CCc2ccccc2)c1=O	0%	-4%	5%
CCOC(=O)[C@H]1[C@H]2COc3ccc(Br)cc3[C@@H]2N2C(=O)c3cc(Br)ccc3NC(=O)[C@@]12C	?	1%	-5%
COc1cccc(CN(C)CC(=O)Nc2ccccc2C(C)C)c1	?	0%	-6%
CN(C)CCN(Cc1ccco1)C(=O)c1cc2c(s1)-c1ccccc1OC2	16µM*	2%	·
C[C@@H]1CN([C@@H](C)CO)C(=O)Cc2cc(NC(=O)Nc3ccc4c(c3)OCO4)ccc2O[C@@H]1CN(C)C(=O)NC1CCCCC1	?	-6%	·
Cc1cccc(-c2nc3c(c(SCC(=O)N(C)C)n2)CCCC3)c1	?	-3%	8%
CCC(=O)NNc1ccc(Br)cc1	-8%	-1%	-21%
CC1=C(C(=O)Nc2ccccc2)C(c2ccco2)NC(=S)N1 (configuration not stated)	10%	0%	-15%[12.8 µM]
COc1ccccc1Cn1c(C)nc2ccccc21	-28%	3%	1%
CSc1nc(Oc2ccc(C)cc2)cc(C(F)(F)F)n1	-19%	5%	2%
CS(=O)(=O)c1ccc2nc(NC(=O)c3ccc(=O)[nH]c3)sc2c1	-17%	-5%	-7%
N#Cc1c(N)nc2c(c1-c1ccccc1)CCCC2	-27%	0%	2%
COc1ccccc1NC(=O)N1CCCC1C(=O)NCc1ccccc1F (configuration not stated)	6%	-3%	?
O=C(Cc1ccc(-n2c(=S)[nH]c3ccccc3c2=O)cc1)N1CCN(c2ccccc2)CC1	-21%	-5%	-3%
CCOc1ccc(-n2c(SCC(=O)Nc3cc(C(=O)O)ccc3Cl)nc3ccccc3c2=O)cc1	-14%	-10%	-1%
Cc1ccc(CCN2C(=O)c3ccccc3C2C(=O)NCc2cccnc2)cc1 (configuration not stated)	1%	0%	-14%
CCOc1ccc(NC(=O)C2CCN(C(=O)N3CC(C)Oc4ccc(Cl)cc43)CC2)cc1 (configuration not stated)	23µM*	0%	·
CCc1cc2cc(C(=O)Nc3ccc(C)cc3)sc2s1	-30%	-5%	-2%
Cc1ccsc1/C=N/NC(=O)CNC(=O)c1ccco1	-19%	-9%	-5%
COc1cc(-c2nc3ccc(Cl)cn3c2Nc2ccc3c(c2)OCO3)ccc1O	15µM*	-25%	·
CCN(CC)C(=O)CSCC(=O)Nc1ccccc1	-3%	-7%	3%
COc1ccc([C@H]2/C=C\CN(C(=O)C3CC3)[C@@H](C)C(=O)N2Cc2ccc(F)cc2)cc1	23µM*	-2%	·

(listing goes on)
SMILES	DT40 TDP1 CPT	FEN1 inh	N370S GC mod
Cc1nn(C)cc1CN(C)C(=O)c1nn2c(c1Cl)NC(c1cccs1)CC2C(F)(F)F (configuration not stated)	?	-1%	3%
CCOc1ccc(C(=O)N2CCN(S(=O)(=O)c3cccs3)CC2)c(OCC)c1	?	-5%	2%
CCc1cc(-c2[nH]ncc2-c2ccc(OC)cc2)c(O)cc1O	?	-2%	-26%
C(=N\Nc1ccccc1)/c1nc2ccccc2s1	-5%	12%	15%
COc1ccc(NC(=O)CSc2nnc(C)n2C2CC2)cc1S(=O)(=O)N1CCOCC1	3%	-16%	·
CN(C(=O)CSc1n[nH]c(N)n1)C1CCCCC1	-1%	-9%	·
O=C(c1ccncc1)N1CCN(S(=O)(=O)c2ccc(F)cc2)CC1	-1%	-16%	-19%
COc1cccc(/C=C/C(=O)c2ccc(NS(=O)(=O)c3ccc(C)cc3)cc2)c1	18µM*	-21%	-3%
COc1ccc(/C=N/NC(=O)c2nnn(-c3nonc3N)c2CN(C)c2ccccc2)cc1	?	5%	-2%
CC(=O)NC(=S)Nc1cc(C(F)(F)F)ccc1N1CCOCC1	-7%	0%	20%
O=C(c1ccc2c(c1)OCO2)N1CCN(c2ccccc2F)CC1	-11%	-3%	-1%
CC(C)[C@H](NC(=O)N1CCn2c1nc1ccccc12)C(=O)N[C@H](Cc1ccccc1)C(=O)O	-3%	-1%	-1%
CC(C)c1ccc(N(C(=O)C(F)(F)F)C(C(=O)NC2CCCCC2)c2ccncc2)cc1 (configuration not stated)	8%	-17%	1%[12.8 µM]
O=C(Cn1nc(C(=O)O)c2ccccc2c1=O)Nc1cccc(S(=O)(=O)N2CCCCCC2)c1	-11%	2%	·
COc1ccc([C@H]2CC(=O)C=C(c3cccc(OC)c3OC)C2)cc1OC	?	11%	·
O=C(CNC(=O)c1ccncc1)N/N=C/c1ccc(Br)cc1	1%	7%	2%
Cc1sc(NC(=O)/C=C/c2ccc3c(c2)OCO3)nc1-c1ccccc1	15µM*	0%	10%
CC(NC(=O)c1cccc(S(=O)(=O)N(C)c2ccccc2)c1)c1cccnc1 (configuration not stated)	18µM*	-10%	·
CCOC(=O)c1c(NC(=O)CCC(=O)O)sc2c1CCCCC2	?	-9%	17%

Gathered by group, the compounds so far containing a COOH group (seven)
SMILES	DT40 TDP1 CPT	FEN1 inh	N370S GC mod
O=C(O)c1ccccc1C(=O)N1CC=C(c2ccccc2)CC1	?	-2%	4%
Cc1ccc(OCCSc2nc3ccccc3n2CC(=O)O)cc1	3%	-2%	-4%
O=C(O)CCc1nc2ccccc2n(CCc2ccccc2)c1=O	0%	-4%	5%
CCOc1ccc(-n2c(SCC(=O)Nc3cc(C(=O)O)ccc3Cl)nc3ccccc3c2=O)cc1	-14%	-10%	-1%
CC(C)[C@H](NC(=O)N1CCn2c1nc1ccccc12)C(=O)N[C@H](Cc1ccccc1)C(=O)O	-3%	-1%	-1%
O=C(Cn1nc(C(=O)O)c2ccccc2c1=O)Nc1cccc(S(=O)(=O)N2CCCCCC2)c1	-11%	2%	·
CCOC(=O)c1c(NC(=O)CCC(=O)O)sc2c1CCCCC2	?	-9%	17%

These rows are one share of the data; the hit share may differ from the screen's.
